From PubChem BioAssay
GSIS activator – primary screen for activators of insulin secretion dependent on glucose, INS-1E cells, GLuc reporter luminescence; 370,000 compounds, 0.61% hits; AID 743287; INS-1E GLuc reporter insulin secretion, 2-3 h; activation, % at 16.6 µM;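 active = lowest replicate activation of at least 40%, so every replicate reaches that level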;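 also: 0% = median of neutral control wells and 100% = median of IBMX positive control wells; some compounds called inactive have numbers as strong as hits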
PGC1a acetyl inh – modulators of PGC1a acetylation; U2OS PGC1a acetylation, AlphaScreen anti-acetyl-lysine; with virally co-expressed GCN5 acetyltransferase; inhibition, % at 15.6 µM; 350,000 compounds, 0.17% hits; AID 651687;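 active = every replicate shows inhibition of at least 40%; inconclusive = mean inhibition at least 40% but some replicate below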;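 also: 0% = neutral control wells and 100% = positive control wells; some results beyond the cut were filed as inactive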
LGR2 inh – inhibitors of bursicon-induced Drosophila LGR2 receptor cAMP signaling; HEK293 LGR2, CRE-luciferase, bursicon-stimulated, 4 h; inhibition, % at 9.99 µM; 380,000 compounds, 0.35% hits;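 active = drop in luminescence signal, shown as inhibition above about 50% in the replicate tests, limit read from the data, passing the limit was not always enough; inconclusive = probably only some replicates passing the limit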;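 also: agonist challenge used bursicon conditioned medium at about half maximal strength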
C2C12 statin – suppression of simvastatin myotoxicity; rescue of ATP level, % at 7.49 µM; 330,000 compounds, 0.78% hits; AID 602340; C2C12 myotubes + simvastatin, ATP luminescence, 48 h; scaled: DMSO 0, geranylgeraniol control 100;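 active = mean ATP rescue above about 67%, or every replicate alone reaching that limit, limit read from the data, passing the limit was not always enough; inconclusive = no clear call, values can overlap the other calls; inactive = mean under the limit and some replicate under it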;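 also: myotubes were challenged with 10 µM simvastatin during compound exposure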
PAX8 inh HTS – lowers PAX8-driven luciferase in RMG-I cells. RMG-I TPO-luciferase reporter, SteadyGlo, 24 h. 360,000 compounds, 1.2% hits. inhibition, % at 12.6 µM;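 active = mean replicate inhibition at least 60% with every replicate also reaching 60%; inconclusive = only one of the two criteria is met; inactive = mean below 60% and not all replicates reaching 60%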;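 also: luciferase light reporting Pax8 driven TPO promoter activity; plate controls were median of neutral control wells for no effect and mitoxantrone controls for full effect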
Cneo AK release – Cryptococcus neoformans lysis via adenylate kinase release; AID 651654; 360,000 compounds, 0.2% hits; C. neoformans lysis, adenylate kinase release luminescence, 4 h; normalised: neutral wells 0, clomiphene wells 100; lysis activity, % at 15 µM;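 active = mean lysis activity across replicates of at least 80%, whatever share of replicates individually reach that level; inactive = mean lysis activity below 80%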
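read-out = cell lysis signal | test system = log-phase Cryptococcus neoformans yeast cells | input = cells at 5 × 10^6 per mL | medium = fresh YPD growth medium | signal = luminescent adenylate kinase detection reagent | timing = 4 h at 37 °C static, read 1 h later | dosing = single dose | controls = Clomiphene as positive lysis control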
PglD DTNB – PglD (C. jejuni) enzyme inhibition. purified PglD enzyme, DTNB colorimetric CoA detection. inhibition, % at 12.5 µM. 360,000 compounds, 0.098% hits. AID 602405; in the data active = inhibition above about 16%, passing the limit was not always enough; inconclusive = no clear call, values can overlap the other calls; also: strong numbers were not always called active
ARNT TACC3 PPI – disruptors of human ARNT/TACC3 interaction; AID 623870; AlphaScreen His-ARNT PAS-B/GST-TACC3 binding, luminescence; TACC3 fragment carries E629A point mutation; 390,000 compounds, 0.66% hits; Q9Y6A5; inhibition, % at 9.99 µM;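 active = mean inhibition of replicates at least 50% and at least half of replicates each reaching 50%; inconclusive = half or more replicates reach 50% but mean below 50%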;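 also: 0% = complete ARNT plus TACC3 wells and 100% = ARNT alone without TACC3; many hits fall short of the cut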
* marks the source's active call; other numbers are inactive results; ? = inconclusive; . = not tested or not shown. Compounds were not picked by outcome; 2.9% or so of the library scored in one or more.

SMILES	ARNT TACC3 PPI	C2C12 statin	PglD DTNB	GSIS activator	PAX8 inh HTS	Cneo AK release	LGR2 inh	PGC1a acetyl inh
Cc1ccc(S(=O)(=O)Nc2ncnc3ccccc23)cc1	.	10	2	9	22	-1	10	.
COc1ccccc1C(=O)Nc1ccc2ccccc2c1	-2	.	.	5	-186	.	-63	.
Cc1cccc(-n2ncc3c(NCc4ccccn4)ncnc32)c1	6	-47	-5	.	.	-2	.	7
CSc1sc(C(=O)NCC2CC2)cc1S(=O)(=O)C(C)C	-6	3	-6	.	26	3	.	6
COc1cc([N+](=O)[O-])ccc1NC(=O)Cc1ccccc1	3	.	.	-2	-13	.	-21	.
C[C@@H]1CN([C@@H](C)CO)C(=O)c2cccc(NC(=O)Nc3ccccc3)c2O[C@H]1CN(C)Cc1ccncc1	-3	6	10	11	4	-2	13	8
CCOc1ccc(-c2c(C#N)c(N)nc3c2c(=O)n(C)c(=O)n3C)cc1OC	4	84*	-2	.	.	-4	.	40
CCc1ccccc1NC(=O)CN1CCN(C(=O)CNC(=O)Cc2cccc3ccccc23)CC1	.	5	3	.	27	0	3	3
O=c1c2ccccc2c(-c2ccc(F)cc2)nn1-c1ccc(C(F)(F)F)cc1	-9	.	-3	.	.	3	.	19
Cc1cccc(-c2ccc([C@@H]3[C@H]4CN(Cc5cncnc5)CCCCN4[C@H]3CO)cc2)c1	8	-5	9	5	4	4	-9	-6
C=CCNC(=O)NC(=O)COC(=O)c1cccnc1SC	3	.	.	16	.	.	16	0
CN(C)C(=O)Nc1cnc2ccccc2c1	-1	-104	7	.	.	1	.	-16
COc1cc(C(C)=O)ccc1O	-1	-1	-3	.	9	-2	0	-12
CCCN(CC1CCCO1)C(=O)c1cc(COc2cccc(OC)c2)on1 (configuration not stated)	-6	.	-2	11	-5	0	1	-4
O=C(COc1ccc(F)cc1Br)N1CCN(S(=O)(=O)/C=C/c2ccccc2)CC1	-5	20	-1	-4	16	25	11	-3
C/C=C/c1ccc2c(c1)[C@H]1[C@H](CCN1S(=O)(=O)c1ccccc1F)[C@H](CO)N2	.	-47	2	6	7	8	-8	-3
O=C(C1CCCC1)N1[C@@H](CO)[C@@H]2c3ccccc3NC[C@@H]21	-9	-15	-1	-10	-14	-2	14	0
CN(C(=O)CSc1nc(-c2cccs2)nc2ccccc12)C1CCS(=O)(=O)C1 (configuration not stated)	0	-23	-1	.	0	4	.	-2
Cc1ccc(-c2nc(C)sc2CC(=O)OCC(=O)Nc2c(F)cccc2F)cc1	-10	.	.	31	-7	.	9	.
COc1cccc(/C=N/NC(=O)c2cccc([N+](=O)[O-])c2)c1OS(=O)(=O)c1ccccc1	5	.	5	-8	9	-1	.	-19
O=C(Nc1ccc(CN2CCOCC2)cc1)c1ccco1	-3	10	-2	-3	-76	0	-12	.
O=C(COC(=O)C12CC3CC(CC(Cl)(C3)C1)C2)Nc1ccc2[nH]c(=O)[nH]c2c1	2	-9	5	0	15	-1	11	.
O=C(COC(=O)C1CC2CCCC(C1)C2=O)Nc1ccc(F)c(Cl)c1 (configuration not stated)	5	-11	1	-10	-6	0	9	?
O=C1N(O)C2(C=CCCC2)/C(=N\O)C12CCCCC2 (configuration not stated)	.	2	.	.	-1	0	.	8
C[C@@H]1CCCCO[C@@H](CN(C)S(=O)(=O)c2ccccc2)[C@H](C)CN([C@H](C)CO)C(=O)c2cc(NC(=O)CCCN(C)C)ccc2O1	-1	.	-3	-7	-5	2	-1	-10
O=C(Nc1cccc([N+](=O)[O-])c1)c1ccc2c(c1)C(=O)N(c1ccccn1)C2=O	6	0	1	7	24	0	4	.
Oc1ccccc1-c1cc(-c2cccc(F)c2)n[nH]1	-4	8	2	.	.	-8	.	4
Cc1ccc(NC(=O)CSc2nnc3ccccn23)c(Cl)c1	.	2	1	4	-127	1	-19	-2
CN1CCN(C(=O)C[C@H]2CC[C@@H]3[C@@H](COc4ccc(NC(=O)c5cscn5)cc4C(=O)N3C)O2)CC1	-4	2	-3	0	-11	-2	5	0
COc1ccc(Cl)cc1C(=O)NC(=S)Nc1cc(-c2nc3ccccc3[nH]2)ccc1C	-5	-15	-3	.	.	3	.	-39
Nc1nnc(-c2ccc(F)cc2)s1	3	8	-3	25	.	-2	.	11
Cc1cccc(NC(=O)CSc2nc3c([nH]c4ccccc43)c(=O)n2C)c1	-2	7	0	7	19	-5	18	-10
O=C(C1CCCN(c2ncnc3c2nc2n3CCCCC2)C1)N1CCN(c2ccccc2)CC1 (configuration not stated)	4	-2	-2	-5	0	-6	-16	16
CN(C)CCCN(C(=O)/C=C/c1cccs1)c1nc2ccc(F)cc2s1	14	-2	-2	-24	26	5	12	30
Cn1cc(C(=O)NCC2COc3ccccc3O2)c(=O)c2cc(S(=O)(=O)N3CCCCC3)ccc21 (configuration not stated)	-1	-2	2	-27	.	4	6	-3
COc1ccc(CN(C)C(=O)c2ccc(Cl)c(S(=O)(=O)NCc3cccnc3)c2)cc1F	-1	5	1	16	7	0	3	7
Cc1ccc2ncc(NC(=O)c3ccc(F)cc3)c(=O)n2c1	12	2	4	.	.	-2	.	-11
COCCn1c(SCC(=O)NCc2ccco2)nnc1C(C)C	-9	10	-4	.	-6	-2	.	1
O=c1c(Cc2ccc(Cl)cc2)c(O)ccn1Cc1cccc(Cl)c1	-6	-8	-1	.	.	2	.	9
CC(C)C[C@H](NC(=O)N1CC(=O)Nc2ccccc21)C(=O)N[C@H](C(=O)O)c1ccccc1	-7	5	-5	.	.	4	.	2
CC(C)NC(=O)Nc1ccc2c(c1)C(=O)N([C@@H](C)CO)C[C@@H](C)[C@H](CN(C)Cc1ccc(C(=O)O)cc1)O2	.	6	.	12	-28	.	16	4
O=C(COc1ccc(=O)n(-c2ccccc2)n1)Nc1ccccc1	-3	4	3	2	5	3	-7	.
COc1cc(N=Nc2ccc3ccccc3c2)ccc1O	12	-8	-7	-10	-136	-4	-70	.
O=C(CSc1nnc(NC(=O)c2ccccc2F)s1)NCc1ccco1	-9	.	3	-5	-131	-1	-11	-3
COc1ccc(Cl)cc1N(C)C(=O)CCc1nc(-c2ccc(C)cc2)no1	0	36	4	.	.	-3	.	24
Cc1noc(C)c1NC(=O)Nc1ccc2c(c1)C(=O)N([C@H](C)CO)C[C@@H](C)[C@H](CN(C)S(=O)(=O)c1ccc(Cl)cc1)OCCCC[C@H](C)O2	4	.	3	0	19	4	2	-5
CCCc1nc2c(C)cc(C)cc2c(N)c1CC	1	-30	2	9	.	-1	.	-3
CNCc1cc2ccc(C)cc2[nH]c1=O	4	3	-2	.	.	-1	.	-7
COc1ccc(CN(Cc2ccco2)S(=O)(=O)c2ccc(S(=O)(=O)N3CCCC3)cc2)cc1	-3	-27	0	.	.	3	.	8
CO[C@H]1CN(C)C(=O)c2cc(NC(=O)c3ccc(F)cc3)ccc2OC[C@H](C)N(C(=O)c2ccc(F)cc2)C[C@H]1C	-12	-10	0	13	6	-7	7	-5

Remaining list, next part:
SMILES	ARNT TACC3 PPI	C2C12 statin	PglD DTNB	GSIS activator	PAX8 inh HTS	Cneo AK release	LGR2 inh	PGC1a acetyl inh
Cc1ccc(S(=O)(=O)N2C/C=C\CN(S(=O)(=O)c3ccccc3Br)CC2)cc1	7	19	-3	0	21	-2	3	-15
CSc1nsc(SCC(=O)Nc2ccc(O)c(C(=O)O)c2)n1	.	9	3	40*	-9	4	-11	.
CCOc1ccc(NS(=O)(=O)N(C)C)cc1	.	.	3	.	-6	3	.	-2
Cc1noc(C)c1S(=O)(=O)N(C)C[C@H]1Oc2ccc(NC(=O)NC3CCCCC3)cc2CC(=O)N([C@H](C)CO)C[C@@H]1C	-1	-36	0	3	1	3	1	-1
CCOC(=O)C1(CCCc2ccccc2)CCN(C(=O)c2ocnc2C)CC1	-5	7	.	-20	12	.	-6	-32
Cc1noc(C)c1NC(=O)N(C)C[C@H]1Oc2ccc(NS(=O)(=O)c3ccc(F)cc3)cc2C(=O)N([C@@H](C)CO)C[C@@H]1C	-6	10	2	19	.	1	-18	0
CC(C)CC(C(=O)Nc1oc(-c2ccccc2)c(-c2ccccc2)c1C#N)N1C(=O)c2ccccc2C1=O (configuration not stated)	-2	.	-5	.	-16	-1	.	10
CCC(C)c1ccccc1NC(=O)CN(CC)CC(=O)Nc1ccc2c(c1)OCCO2 (configuration not stated)	5	3	5	-13	-2	-1	8	5
Cc1ccc(NC2=NCC(=O)N2Cc2cccs2)cc1C	1	.	.	-7	-14	.	-11	.
Cc1ccc(C)c(-c2cc(C(=O)Nc3cccnc3)c3ccccc3n2)c1	12	-10	-1	3	5	-9	0	.
CN1CCc2c(sc3c2c(=O)n(-c2cccc(Cl)c2)c2nncn32)C1	-1	10	-4	.	.	0	.	9
COCC#Cc1ccc([C@@H]2[C@H]3CN(C(=O)C4CCC4)CC(=O)N3[C@H]2CO)cc1	.	.	.	14	13	.	-4	-4
CC(C)n1cc([C@@H]2C[C@H]3CN(Cc4cccc(Cl)c4)C(=O)[C@]34CCCN24)cn1	-23	.	.	-17	-3	.	-9	6
C[C@H](CO)N1C[C@H](C)[C@H](CN(C)S(C)(=O)=O)Oc2c(NC(=O)Nc3ccc4c(c3)OCO4)cccc2C1=O	-1	.	4	-1	.	-1	13	-4
C[C@H]1CN([C@@H](C)CO)C(=O)Cc2cc(NC(=O)c3ccncc3)ccc2O[C@@H]1CN(C)C(=O)Nc1ccc2c(c1)OCO2	3	-21	0	20	.	2	-5	10
CCOC(=O)N1CCN(C(=O)CNCc2cccs2)CC1	4	93*	-7	.	-2	-2	.	-8
CCCNC(=O)N1[C@@H](CO)[C@H](c2ccccc2)[C@@H]1CNC(=O)c1cccc(F)c1	-13	16	-1	-7	-6	1	-4	6
COc1ccc(NS(=O)(=O)c2ccc(N)c(C(=O)O)c2)cc1	-5	-2	-1	5	.	2	0	.
CC1(c2ccc(OC(F)F)cc2)NC(=O)N(CC(=O)Nc2ccc(Cl)cc2F)C1=O (configuration not stated)	-6	49	-4	-16	18	0	-9	.
